MrgX1 antagonist: antagonists of human MrgX1 receptor; Q96LB2; MRGX1-HEK293 calcium flux, Fluo-4, BAM8-22 antagonism; hits give low values; B-score at 10 µM; 310,000 tested, 1.3% active;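 active = calcium-response B-score plate-corrected more than 3 library SD below zero, starting fluorescence within 5 deviations, no agonist response on first addition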;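 also: peak minus trough fluorescence over baseline after final BAM8-22 challenge near maximal dose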
Target sequence (Q96LB2 whole entry, looked up): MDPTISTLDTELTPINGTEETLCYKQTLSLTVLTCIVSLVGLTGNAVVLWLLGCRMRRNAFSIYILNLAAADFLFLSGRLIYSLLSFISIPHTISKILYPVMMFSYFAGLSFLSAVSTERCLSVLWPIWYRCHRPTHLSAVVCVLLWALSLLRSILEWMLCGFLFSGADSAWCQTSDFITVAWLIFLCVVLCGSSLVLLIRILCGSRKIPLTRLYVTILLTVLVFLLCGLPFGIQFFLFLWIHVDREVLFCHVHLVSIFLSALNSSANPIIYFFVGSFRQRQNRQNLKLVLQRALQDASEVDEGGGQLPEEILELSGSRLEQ
TRPC4 act: TRPC4 (mouse) channel activation. Q9QUQ5. HEK293 TRPC4beta/mu-opioid, Fluo4 calcium fluorescence; hits give high values. B-score at 10 µM. 310,000 tested, 0.49% active;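 active = B-score above 5 SD of library B-scores, and initial fluorescence ratio not above library mean plus 5 SD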;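 also: positive B-score marks a calcium rise read as TRPC4 activation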
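Technique: kinetic Fluo4 calcium fluorescence; Test system: TRPC4beta and mu-opioid receptor HEK293 stable cells; Measure: B-scored integrated calcium fluorescence ratio; Benchmarks: low control buffer alone, high control maximal DAMGO; Schedule: 45 min room-temperature Fluo4 loading, 110 s read.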
RGS4 inh: inhibitors of human RGS4. HEK293 M3R/RGS4 inducible, Fluo-4 calcium flux; hits give high values; triggered by carbachol at its EC20. 310,000 tested, 0.45% active. AID 463165. B-score at 10 µM;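 active = B-score, a plate-corrected calcium signal, over three deviations above library mean, with baseline fluorescence within five deviations of library mean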;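 also: RGS4 expression induced by doxycycline in cells with stable M3 receptor; B-score is computed from the integrated fluorescence ratio over baseline after carbachol; higher B-score means a larger calcium signal and so more RGS4 inhibition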
Target sequence (P49798 whole entry, looked up): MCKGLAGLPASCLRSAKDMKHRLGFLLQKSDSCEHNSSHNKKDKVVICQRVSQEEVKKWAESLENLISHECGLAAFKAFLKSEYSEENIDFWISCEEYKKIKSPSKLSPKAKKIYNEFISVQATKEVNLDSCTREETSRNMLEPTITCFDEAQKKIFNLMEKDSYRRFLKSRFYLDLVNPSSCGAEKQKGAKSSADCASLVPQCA
TRPC6 inh: mouse TRPC6 channel inhibition. Q61143. HEK293-TRPC6, membrane potential dye, ACh-evoked depolarization; hits give low values. B-score at 10 µM. 310,000 tested, 1.1% active;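 active = B-score under library mean minus 3 SD, initial fluorescence not abnormally high, positive integrated signal ratio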;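 also: B-score derived from integrated fluorescence ratio over the kinetic read; more negative B-score means stronger inhibition of depolarization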
MrgX1 allo act: allosterically activates human MrgX1 receptor signaling | Q96LB2 | MrgX1-HEK293, Fluo-4 calcium flux, FDSS; hits give high values | B-score at 10 µM | 310,000 tested, 0.63% active | AID 588675;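 active = plate-corrected calcium response at least 3 library SD above typical, normal starting fluorescence, not activating the receptor alone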;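 also: compound read alongside a low EC10 to EC30 dose of BAM8-22 agonist; peak minus trough fluorescence over baseline measured at the second addition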
TRPC4 inh: TRPC4 (mouse) channel inhibition | HEK293 TRPC4beta/mu-opioid, DAMGO-evoked Fluo4 calcium flux; hits give low values | B-score at 10 µM | 300,000 tested, 0.39% active;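 active = B-score over 3 SD under the library average, no early fluorescence shift, positive overall ratio signal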
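Assay system – HEK293 line stably carrying TRPC4beta and mu-opioid receptor · Doses – single dose · Detection – Fluo4 calcium-dye fluorescence, kinetic read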
TRPC4 potent: TRPC4 (mouse) allosteric potentiation; Q9QUQ5; HEK293 TRPC4beta/mu-opioid, DAMGO EC20, Fluo-4 Ca2+ flux; hits give high values; B-score at 10 µM; 310,000 tested, 0.42% active;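 active = B-score of calcium response area above 5 SD of library B-scores, with initial fluorescence ratio within 5 SD of library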;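 also: B-score of integrated fluorescence ratio over time as area under calcium response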
ANO1 activ: mouse TMEM16A channel activation, primary screen. Q8BHY3. HEK293 TMEM16A/YFP-H148Q/I152L, iodide quench fluorescence; hits give low values. B-score at 10 µM. 340,000 tested, 0.3% active;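 active = fluorescence-ratio B-score plate-corrected deviation score at least 3 library SD below zero, with starting fluorescence score within 5 deviations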;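 also: channel opened by trigger with iodide after compound preincubation; score built on the fluorescence ratio of max minus min over baseline; more negative score means more quench and so TMEM16A activation or potentiation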
TRPC6 act: mouse TRPC6 channel activation; 310,000 tested, 0.13% active; B-score at 10 µM; HEK293-TRPC6 membrane potential dye fluorescence; hits give high values; Q61143; AID 2550;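 active = B-score of the integrated fluorescence ratio above library mean plus 3 SD, and starting fluorescence ratio within library mean plus 5 SD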;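 also: higher score means more depolarization so channel activation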
MrgX1 agonist: agonists of human MrgX1 receptor; Q96LB2; MrgX1-HEK293 cells, Fluo-4 calcium fluorescence, agonist mode; hits give high values; B-score at 10 µM; 310,000 tested, 0.44% active;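 active = calcium response B-score plate-corrected fluorescence ratio at least 3 library SD, with starting fluorescence B-score inside 5 SD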
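Material: MrgX1-expressing HEK293 cells / Dosing: compound as first of three additions / Incubation: overnight seeding, then 1 h dark dye loading / Signal: Fluo-4 NW calcium fluorescence / Evaluation: B-scored fluorescence response ratio / Benchmarks: positive and negative control wells on each plate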
ANO1 block: blocks the mouse calcium-activated chloride channel TMEM16A; Q8BHY3; HEK293 TMEM16A/YFP iodide influx fluorescence, ionomycin; normalized B-score (activity score, 25-100; higher = stronger inhibition) at 10 µM; 310,000 tested, 1.2% active;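 active = ratio plate-corrected score three or more library SD toward inhibition, starting fluorescence score within five deviations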;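 also: score derived from kinetic fluorescence span divided by baseline fluorescence per well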
The depositor's hits bear a star; i = inactive; / = not tested or not shown.

SMILES	MrgX1 antagonist	TRPC4 act	RGS4 inh	TRPC6 inh	MrgX1 allo act	TRPC4 inh	TRPC4 potent	ANO1 activ	TRPC6 act	MrgX1 agonist	ANO1 block
Cc1cc2c(ncn2C(C)C)c(N)c1C	i	i	i	i	i	i	i	i	i	i	i
CCCS(=O)(=O)N1CCN=C1SCc1cccc2ccccc12	i	i	i	i	i	i	i	i	i	i	i
CN(C)CCN(Cc1cc2cc3c(cc2nc1Cl)OCO3)C(=O)c1ccco1	i	i	i	i	i	i	i	i	i	i	i
CN(C)c1ccc(/C=N\Nc2ccccn2)cc1	i	i	i	i	i	i	i	i	i	i	i
COc1cccc(C2CC(=O)NC(SC)=C2C#N)c1 (configuration not stated)	i	i	i	i	i	i	i	i	i	i	i
Clc1ccc(OCc2nc(-c3ccc(Br)o3)no2)cc1	i	i	i	i	i	i	i	i	i	i	i
O=C(Nc1ccc(-c2nnc3n2CCCCC3)cc1)c1cnccn1	/	i	i	i	/	i	i	i	i	/	/
CCCCC1(Cc2ccc([N+](=O)[O-])cc2)C(=O)N(c2ccccc2)N(c2ccccc2)C1=O	i	i	i	i	i	i	i	i	i	i	i
Cc1ccc2oc(=O)c3cnn(CC(=O)NCCc4ccsc4)c3c2c1	i	i	i	i	i	i	i	i	i	i	i
CCCCCCc1cc2cc(S(=O)(=O)c3ccc(F)cc3)c(=O)oc2cc1O	i	i	i	i	i	i	i	i	i	i	i
COC(=O)[C@H](CCSC)NC(=O)NCCC1=CCCCC1	i	i	i	i	i	i	i	i	i	i	i
Cc1cccc(C(=O)NCCN2CCN(c3ccccc3)CC2)c1	i	i	i	i	i	i	i	i	i	i	i
O=C(COC(=O)c1ccccc1)c1ccc(Br)cc1	i	i	i	i	i	i	i	i	i	i	i
CN1CCCNc2nc3ccccc3nc21	i	i	i	i	i	i	i	i	i	i	i
Cc1nc(N2CCN(c3ccccc3)CC2)[nH]c(=O)c1C	i	i	i	i	i	i	i	i	i	i	i

In the list so far, two contain a furan ring, fused or not:
SMILES	MrgX1 antagonist	TRPC4 act	RGS4 inh	TRPC6 inh	MrgX1 allo act	TRPC4 inh	TRPC4 potent	ANO1 activ	TRPC6 act	MrgX1 agonist	ANO1 block
CN(C)CCN(Cc1cc2cc3c(cc2nc1Cl)OCO3)C(=O)c1ccco1	i	i	i	i	i	i	i	i	i	i	i
Clc1ccc(OCc2nc(-c3ccc(Br)o3)no2)cc1	i	i	i	i	i	i	i	i	i	i	i

(further entries)
SMILES	MrgX1 antagonist	TRPC4 act	RGS4 inh	TRPC6 inh	MrgX1 allo act	TRPC4 inh	TRPC4 potent	ANO1 activ	TRPC6 act	MrgX1 agonist	ANO1 block
O=C(COC(=O)c1cc(=O)[nH]c2ccccc12)NC1CCCC1	i	i	i	i	i	i	i	i	i	i	i
Cc1c(-c2ccccc2)nc2ccccc2c1C(=O)OCC(=O)Nc1ncc(C(F)(F)F)cc1Cl	i	i	i	i	i	i	i	i	i	i	i
CCCC[C@H]1COCCS(=O)(=O)N1Cc1cccc([N+](=O)[O-])c1	i	i	i	i	i	i	i	i	i	i	i
Cc1ccc(O)c(-c2cc(-c3ccccc3C)[nH]n2)c1	/	i	i	i	/	i	i	i	i	/	/
O=C(NCc1ccccn1)c1cccs1	i	i	i	i	i	i	i	i	i	i	i
COc1cc(CNc2ncn[nH]2)ccc1OCc1cccc(C)c1	i	i	i	i	i	i	i	i	i	i	i
COc1ccc(C(=O)Oc2cc(N)n(S(=O)(=O)c3ccc(C)cc3)n2)cc1	i	i	i	i	i	i	i	i	i	i	i
CSc1nnc(-c2cccc(NC(=O)c3ccccc3)c2)n1C	i	i	i	i	i	i	i	i	i	i	i
COc1ccc(-n2c(O)c(C=Nc3ccccc3)c3ccccc3c2=O)cc1	i	i	i	i	i	i	i	i	i	i	i
COc1ccc(-c2nn(CCC(=O)O)cc2/C=C2\SC(N)=NC2=O)cc1OC	i	i	i	i	i	i	i	i	i	i	i
O=C(N1CCOCC1)N1CCN(c2ccccc2F)CC1	i	i	i	i	i	i	i	i	i	i	i
CN(C1CCCCC1)S(=O)(=O)c1cccc(C(=O)Nc2ccccn2)c1	i	i	i	i	i	i	i	i	i	i	i
O=C(NCCc1ccccc1)C1(c2ccccc2)CC1(Cl)Cl (configuration not stated)	i	i	i	i	i	i	i	i	i	i	i
Cc1nn(C)c(C)c1S(=O)(=O)N1CCC(C(=O)Nc2ccc3c(c2)OCCO3)CC1	i	i	i	i	i	i	i	i	i	i	i
CCCCC(=O)Nc1ccc(C(=O)OC2CCCCC2)cc1	i	i	i	i	i	i	i	i	i	i	i
Cc1ccc(NC(=O)c2cnccn2)c(C)c1	i	i	i	i	i	i	i	i	i	i	i
COc1cc(CN2CCN(S(=O)(=O)c3ccc(NC(C)=O)cc3)CC2)cc(OC)c1O	i	i	i	i	i	i	i	i	i	i	i
CN(C)/C=C(\C#N)S(=O)(=O)C(C)(C)C	i	i	i	i	i	i	i	i	i	i	i
COc1ccccc1NC(=O)C1=C(C)Nc2nnnn2C1c1cccc(Br)c1 (configuration not stated)	i	i	i	i	i	i	i	i	i	i	i
COc1ccc(N2CCN(S(=O)(=O)c3ccc4c(c3)CC(C)N4C(=O)C3CC3)CC2)cc1 (configuration not stated)	i	i	i	i	i	i	i	i	i	i	i
O=C(CN1C(=O)c2ccccc2C1=O)Nc1nnc(C2CCCO2)s1 (configuration not stated)	i	i	i	i	i	i	i	i	i	i	i
N#CCC(=O)Nc1ccc(C(=O)OCC(=O)N=c2sccn2Cc2ccccc2Cl)cc1	i	i	i	i	i	i	i	i	i	i	i
CCN(CC)c1ccc(/C=N/OCC(=O)N2CCCc3ccccc32)cc1	i	i	i	i	i	i	i	i	i	i	i
O=C(Nc1ccccc1)c1cccc(N2CCCC2=O)c1	-6.7*	i	i	i	i	i	i	i	i	i	i
CN(C)C(=O)CSc1nnc(-c2ccncc2)n1Cc1ccco1	i	i	i	i	i	i	i	i	i	i	i
CCCCn1c(=O)c(C(=O)N/N=C/c2ccc(F)cc2)c(O)c2ccccc21	i	i	i	i	i	i	i	/	i	i	i
COCCn1ccc2c(OCC(=O)NCc3ccccc3)cccc2c1=O	i	i	i	i	i	i	i	i	i	i	i
COc1cc(/C=C(\NC(=O)c2ccccc2)C(=O)Nc2cccc(O)c2)c([N+](=O)[O-])cc1OC	i	i	i	i	i	i	i	i	i	i	i
CCCCn1c(SCC(=O)Nc2ccc3c(c2)OCO3)nc2c1c(=O)n(C)c(=O)n2C	i	i	i	i	i	i	i	i	i	i	i
CSc1ncccc1C(=O)N1CCCC(CCC(=O)NCc2ccc(F)c(F)c2)C1 (configuration not stated)	i	i	i	i	i	i	i	i	i	i	i
CC(C)C(NC(=O)C12CC3CC(CC(C3)C1)C2)C(=O)NC1=NCCS1 (configuration not stated)	i	i	i	i	i	i	i	/	i	i	i
Nc1nc(-c2ccc(F)cc2)cs1	i	i	i	i	i	i	i	i	i	i	i
C#Cc1ccc([C@H]2C=C(C(=O)OCC=C)O[C@@H](OCC)[C@@H]2CCCO)cc1	i	i	i	i	i	i	i	i	i	i	i
Cc1ccc(OC(C)C(=O)Nc2ccc(S(=O)(=O)N3CCOCC3)cc2)cc1 (configuration not stated)	i	i	i	i	i	i	i	i	i	i	i
NC(=O)CC(NC(=O)Cc1cccc2ccccc12)c1ccc(NCCc2ccccc2F)c([N+](=O)[O-])c1 (configuration not stated)	i	i	i	i	i	i	i	i	i	i	i
Cc1ccc(N2CC(C(=O)Nc3ncc([N+](=O)[O-])s3)CC2=O)cc1 (configuration not stated)	i	i	i	i	i	i	i	i	i	i	i
CC(=O)N1c2ccc(S(=O)(=O)NCCC(=O)Nc3ccc(F)cc3)cc2CC1C (configuration not stated)	i	i	i	i	i	i	i	i	i	i	i
C=CCN1CCCC1CNC(=O)c1cc2[nH]nnc2cc1OC (configuration not stated)	i	/	/	/	i	/	/	i	/	i	i
O=C(NCCN1CCCCC1)c1ccc(Oc2cc(Cl)cc(Cl)c2)o1	i	i	i	i	i	i	i	i	i	i	i
CSc1ncccc1C(=O)OCC(=O)N(C)C	i	i	i	i	i	i	i	i	i	i	i
COc1ccc(-c2nc(NC(=O)CCNC(=O)c3ccco3)sc2C)cc1	i	i	i	i	i	i	i	i	i	i	i
CC1CC2(NC(=O)NC2=O)C(C)CN1C (configuration not stated)	i	i	i	i	i	i	i	i	i	i	i
O=C(Nc1ncn[nH]1)c1ccccc1O	i	i	i	i	i	i	i	i	i	i	i
CCC(C)NC(=O)CCSCCC(=O)NC(C)CC (configuration not stated)	i	i	i	i	i	i	i	i	i	i	i
CCCCCCc1nc(C(N)=O)c2[nH]c(=O)n(-c3ccc(OCC)cc3)c2n1	i	i	i	i	i	i	i	i	i	i	i
COc1cc(OC)cc(C(=O)N[C@H](C(=O)OCc2cc(=O)oc3cc(C)ccc23)C(C)C)c1	i	i	i	i	i	i	i	i	i	i	i
Cc1ccc2c(C)c(C(=O)N(Cc3ccccc3)C3CCS(=O)(=O)C3)oc2c1 (configuration not stated)	i	i	i	i	i	i	i	i	i	i	i
O=C(CN(CCc1ccccc1)C(=O)CNS(=O)(=O)c1ccc(F)cc1)NCc1ccco1	i	i	i	i	i	i	i	i	i	i	i
COc1ccccc1OCCNC(=O)Cc1ccc(S(=O)(=O)N2CCOCC2)s1	i	i	i	i	i	i	i	i	i	i	i
COC(=O)C1CC(=O)N(Cc2ccccc2)C1 (configuration not stated)	i	i	i	i	i	i	i	i	i	i	i
Cc1cccc(N/C(N)=N/c2nc(C(F)(F)F)cc(C(F)(F)F)n2)c1	i	i	i	i	i	i	i	i	i	i	i
Nc1nc2nc(SCC(=O)N3CCCc4ccccc43)[nH]c2c(=O)[nH]1	i	i	i	i	i	i	i	/	i	i	i
COc1ccccc1C(=O)N/N=C(\C)CC(=O)Nc1ccccn1	i	i	i	i	i	i	i	i	i	i	i
Cc1cccc(OC(C)C(=O)N2CCN(Cc3ccc4c(c3)OCO4)CC2)c1 (configuration not stated)	i	i	i	i	i	i	i	i	i	i	i
COc1ccc(NC(=O)c2ccco2)c(NC(=O)c2ccc([N+](=O)[O-])cc2)c1	i	i	i	i	i	i	i	i	i	i	i

Compound activity as filed in PubChem.

Outcome played no part in choosing rows (roughly 5.8% active in at least one column).
